TDP1 inh – qHTS Assay for Inhibitors of Tyrosyl-DNA Phosphodiesterase (TDP1); Tyrosyl-DNA phosphodiesterase 1 (Homo sapiens), Q9NUW8; recombinant TDP1, AlphaScreen DNA substrate cleavage; Potency, µM (doses to about 130 µM), without a hit: at the top dose activity change, negative = inhibition, usual class: inhibitors; hit rate 0.28% among 350,000; AID 485290, 2010; further: nearly all actives have a fitted effect of over 40% in size
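Here, a 5' biotin and 3' phosphotyrosine-FITC DNA oligonucleotide reports Tdp1 activity: intact substrate bridges AlphaScreen beads, while cleavage leaves a 3' phosphate and drops signal. All incubations at room temperature.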
TDP1 cell noCPT – qHTS for Inhibitors of human tyrosyl-DNA phosphodiesterase 1 (TDP1): qHTS in cells in absence of CPT; Potency, µM (series often up to 46.2 µM), for inactives: at the highest dose activity change, negative = growth inhibition, most hits filed as inhibitors; AID 686978, 2013; DT40 Tdp1-/- hTDP1 cells, no CPT, ATP luminescence, 48 h; hit rate 15% among 420,000; further: nearly all actives have a fitted effect of over 55% in size
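Chicken DT40 Tdp1-/- cells complemented with human TDP1, screened without camptothecin (DMSO vehicle only), 400 cells/well. Compounds pin-transferred, cells incubated at 37 °C for at least 48 hr. Growth read as ATP-dependent luminescence (CellTiter-Glo, 30 min at RT).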
KAT2A inh – qHTS Assay for Inhibitors of GCN5L2 | hit rate 0.21% among 390,000 | AID 504327, 2011 | Potency, µM (top dose mostly 58.9 µM), without a hit: at the top dose activity change, negative = inhibition, hits mostly inhibitors | Histone acetyltransferase KAT2A (Homo sapiens), Q92830 | GCN5L2 HAT assay, ThioGlo1 CoA-SH fluorescence
Target sequence (Q92830 whole entry, looked up): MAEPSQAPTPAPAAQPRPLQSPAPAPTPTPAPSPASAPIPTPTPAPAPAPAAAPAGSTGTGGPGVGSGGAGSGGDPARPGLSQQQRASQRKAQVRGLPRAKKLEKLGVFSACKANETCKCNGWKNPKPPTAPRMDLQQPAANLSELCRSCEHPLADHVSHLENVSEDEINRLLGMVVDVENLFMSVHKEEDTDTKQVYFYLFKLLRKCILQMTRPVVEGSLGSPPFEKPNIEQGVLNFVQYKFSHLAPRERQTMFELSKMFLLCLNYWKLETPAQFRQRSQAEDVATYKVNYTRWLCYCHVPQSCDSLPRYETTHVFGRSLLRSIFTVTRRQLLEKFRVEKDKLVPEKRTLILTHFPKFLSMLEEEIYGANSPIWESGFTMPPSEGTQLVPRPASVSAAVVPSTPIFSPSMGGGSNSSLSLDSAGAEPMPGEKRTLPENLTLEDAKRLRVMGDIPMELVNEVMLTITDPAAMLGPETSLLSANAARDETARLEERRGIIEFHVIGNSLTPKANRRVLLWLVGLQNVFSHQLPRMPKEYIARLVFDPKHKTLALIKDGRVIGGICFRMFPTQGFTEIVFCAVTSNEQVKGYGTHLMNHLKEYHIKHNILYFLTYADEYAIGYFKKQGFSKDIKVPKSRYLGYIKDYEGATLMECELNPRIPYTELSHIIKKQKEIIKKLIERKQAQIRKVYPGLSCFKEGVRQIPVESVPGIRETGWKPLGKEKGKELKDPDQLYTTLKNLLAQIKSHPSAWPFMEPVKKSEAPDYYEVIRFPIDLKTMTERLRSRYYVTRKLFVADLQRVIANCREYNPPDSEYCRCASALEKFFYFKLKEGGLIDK
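Free CoA generated was detected with ThioGlo1 (50uM) fluorescence at Ex340nm/Em540nm, read immediately and after 20 min at room temperature. Enzyme, 20 nM in HEPES pH 7.5 buffer, saw compounds 15 min before adding 75uM H3(1-25) peptide and 70uM acetyl-CoA.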
* hit, by the source's call; ? = inconclusive; . = not tested or not shown; [ ] = remark or other dose. The call rests on the fitted dose curve; in most records, active means well fitted curve in the direction sought with a large enough effect; inconclusive means small, poorly fitted or top-dose-only effect, or another doubt; inactive means no such curve, though single readings can be large; an effect the other way counts as inactive or inconclusive. On the % scale 0 is the no-effect control and ±100 the full control effect; potency means the concentration at half of the fitted maximal effect. Not all compounds are listed. The share of hits here may be higher or lower than overall.

Compound | TDP1 inh | TDP1 cell noCPT | KAT2A inh
O=S(=O)(N1CCCCCC1)N1CCNCC1 | 5% | 6% | -1%
Cc1ccc2c(c1)NC(=O)C(CC(=O)Nc1ccc(Br)c(C)c1)O2 (stereo unspecified) | . | -13% | 26%
COc1ccc(CNC(=O)CCCCCNC(=O)N2CCn3c2nc2ccccc23)cc1 | 3% | ? | -13%
O=C(CCCn1c(=S)[nH]c2cc3c(cc2c1=O)OCO3)NCCc1ccccc1Cl | 1% | 2% | -3%
CCOC(=O)c1scc(-c2ccccc2)c1S(=O)(=O)Nc1ccc(N(C)C)cc1 | 14% | ? | -2%
O=C(Nc1ncc(Cc2ccc(F)cc2)s1)c1ccc2c(c1)CC(c1ccccc1)OC2=O (stereo unspecified) | 1% | 23µM* | -3%
CCCCCCCCOc1ccccc1C(=O)Nc1ccc(C(=O)OCC[N+](C)(CC)CC)cc1 | 11% | ? | 8%
Cc1cccc(C)c1NC(=O)CN(C)C(=O)CSC(=S)N1CCCC1 | -4% | 12% | -4%
O=C(NCCCl)Nc1cccnc1Cl | 2% | ? | -5%
Cc1ccc(/C=C/c2nc3ccccc3[nH]2)o1 | 8% | 16µM* | -14%
CCOc1cc(C=O)ccc1OCCCN1C(=O)NC(C)(C)C1=O | 2% | 14% | 0%
Cc1scc(C(=O)N/N=C/c2ccc(OC(C)C)cc2)c1C | 4% | ? | -1%
CCOC(=O)c1ccc2c(c1)N(Cc1ccccc1)C(=O)c1ccccc1S2 | -3% | ? | -5%
CN(CC(=O)Nc1cccc(Cl)c1)S(=O)(=O)c1ccc2[nH]c(=O)oc2c1 | -18% | 2% | -1%
COc1ccc(-c2cc(C(=O)Oc3ccc(C)cc3)c3cc(C)ccc3n2)cc1 | -4%[12.3 µM] | -2% | -6%
C=C(C)CSc1nc2ccccc2[nH]1 | -1% | -25% | 2%
CCOc1cc(N2CCOCC2)c(OCC)cc1NC(=O)c1ccc(S(=O)(=O)N(C)C)cc1 | 2% | ? | -16%
COc1ccc(NC(=O)C(Sc2nnc3ccccn23)c2ccccc2)cc1Cl (stereo unspecified) | 4% | -29% | 14%
CCN(CC)CCn1c(SCC(=O)NCCC2=CCCCC2)nc2c(sc3ccccc32)c1=O | 5% | ? | -3%
c1ccc(Cc2nn[nH]n2)cc1 | 0% | -6% | -6%
CCc1ccc(N(CC)C(=O)c2cc3c(=O)oc4ccc(C)cc4c3s2)cc1 | 2% | ? | -3%
COc1ccc(-c2c(NC(C)=O)n(C)c3ccccc3c2=O)cc1 | 4% | 1% | -6%
NS(=O)(=O)c1cccc(NC(=O)COC(=O)Cc2n[nH]c(=O)c3ccccc23)c1 | 0% | -20% | -1%
COC(=O)C(C)NC(=O)C12CC3CC(C1)CC(c1ccc(C)cc1)(C3)C2 (stereo unspecified) | . | -27% | -3%
CC(=O)Nc1ccc(NC(=O)CSc2cn(CC(=O)N(C(C)C)C(C)C)c3ccccc23)cc1 | 3% | ? | -4%
O=C(C1=C[C@H](c2ccc(Br)cc2)C[C@H](OCc2ccc(CO)cc2)O1)N1CCN(Cc2ccc3c(c2)OCO3)CC1 | 6% | ? | -5%
Cc1nn(-c2ccc(F)cc2)c2sc(C(=O)O)cc12 | -2% | -5% | 4%
CCOC(=O)N1CCN(CC(O)COc2ccc(OC)cc2C(C)(C)C)CC1 (stereo unspecified) | 3% | ? | -1%
O=C(NCCSc1ncc(-c2ccccc2)[nH]1)c1ccco1 | . | ? | 4%
O=C(NN1CCOCC1)c1cn(-c2ccccc2)nc1-c1cccs1 | 2% | -21% | -12%
O=C(CN1C(=O)NC2(CCCC2)C1=O)OCCOc1ccc(Cl)cc1 | 1% | ? | -5%
COc1cccc(C2CC(=O)C3=C(C2)Nc2ccccc2N(C(=O)CCC(=O)O)C3c2ccc(F)cc2)c1 (stereo unspecified) | 3% | -29% | -13%
CCN(CC)C(=O)c1c([N+](=O)[O-])c(C(C)(C)C)nn1C | 3% | -11% | -3%
CC1CCC(NC(=O)Cn2cc3c(n2)CCCC3)CC1 (stereo unspecified) | 1% | -15% | -1%
CN1C(=O)C(N=Nc2ccccc2C(=O)O)N(C)C1=S (stereo unspecified) | 5% | ? | -5%
O=C(Cc1ccccc1)N/N=C/c1ccc2c(c1)OCO2 | 5% | -27% | 0%

Quoted from above (four entries):
Compound | TDP1 inh | TDP1 cell noCPT | KAT2A inh
COc1cccc(C2CC(=O)C3=C(C2)Nc2ccccc2N(C(=O)CCC(=O)O)C3c2ccc(F)cc2)c1 (stereo unspecified) | 3% | -29% | -13%
CCN(CC)C(=O)c1c([N+](=O)[O-])c(C(C)(C)C)nn1C | 3% | -11% | -3%
CC1CCC(NC(=O)Cn2cc3c(n2)CCCC3)CC1 (stereo unspecified) | 1% | -15% | -1%
CN1C(=O)C(N=Nc2ccccc2C(=O)O)N(C)C1=S (stereo unspecified) | 5% | ? | -5%

(further entries)
Compound | TDP1 inh | TDP1 cell noCPT | KAT2A inh
CCC1(c2ccc(Cl)cc2)NC(=S)N(c2ccc(C)c(C)c2)N1 (stereo unspecified) | 11% | -29% | -30%
CSc1nc2c(c(=O)[nH]c(=O)n2C)n1Cc1ccccc1Cl | 1% | -5% | -9%
Cc1ccc(NC(=O)CCCn2c(=O)oc3ccccc32)c(O)c1 | 1% | 6% | -2%
O=c1[nH]c(O)c(C=Nc2ccc(Cl)cc2Cl)c(=O)[nH]1 | . | 8% | 2%
CCNC(=S)N1CCC(c2nc3ccccc3s2)CC1 | 4% | ? | -3%
CCOC(=O)c1c(NC(=O)COc2ccc(Cl)cc2C)sc2c1CCCCC2 | -7%[12.3 µM] | -11% | -1%
CCCC(OC(=O)CN1C(=O)COc2ccccc21)C(=O)NC1CCCC1 (stereo unspecified) | 0% | 0% | 0%
O=C(CC1C(=O)NCCN1Cc1ccc(-c2ccccc2)cc1)NCCc1ccccn1 (stereo unspecified) | 7% | -19% | ?
C[C@@H](Nc1nc(Cl)nc2nc[nH]c12)c1ccccc1 | 1% | 16µM* | .
COc1ccc(NS(=O)(=O)c2cc(NC(=O)Cc3c(F)cccc3Cl)ccc2OC)cc1 | 1% | ? | -6%
Nc1nn2c(-c3ccccc3)cc(=O)[nH]c2c1N=Nc1ccc(Br)cc1 | 3% | 16µM* | -6%
Cc1ccc(OCCn2c(CCNC(=O)C3CCCCC3)nc3ccccc32)cc1 | 3% | . | -7%
CC(C)c1c(O)c2c(n(-c3ccccc3)c1=O)CCCC2 | 0% | -2% | 2%
CCCC(=O)Nc1ccc(NC(=O)C2CC2)cn1 | 5% | -22% | -17%
CCOC(=O)CNC(=O)CSc1nnc(Cn2c(=O)sc3ccccc32)n1C | 3% | 10% | -1%
Cc1oc(-c2ccccc2F)nc1CS(=O)CC(=O)NCc1ccccn1 (stereo unspecified) | 1% | 2% | -3%
COc1ccc2cc(CN(CC3CCCO3)S(=O)(=O)c3ccccc3)c(=O)[nH]c2c1 (stereo unspecified) | -2% | -26% | -4%
CC(C)(C)C1CCC(OC(=O)c2cncc(Br)c2)CC1 (stereo unspecified) | 0% | 2% | 1%
CC1CCCCC1NC(=O)c1ccc(S(=O)(=O)N2CCCC2)cc1 (stereo unspecified) | 4% | -17% | -2%
CCNC(=O)Nc1ccc(OC)cc1OC | 3% | 9% | -16%
CCN(CC)CCCNC(=O)c1cc2nc3c(c(C(F)(F)F)n2n1)CCc1ccccc1-3 | 0% | ? | -3%
COc1ccc2cc(C(C)CO)ccc2c1 (stereo unspecified) | 13%[56.1 µM] | . | 5%
CCCCCCSc1nnc(-c2cnn(-c3ccccc3)c2-n2cccc2)n1C | 5% | 21µM* | -1%
O=P(c1ccccc1)(c1ccccc1)c1cc(Br)cc(Br)c1OCCO | . | ? | 5%
Cc1ccc(S(=O)(=O)c2cnc(SCC(=O)Nc3cccc(Cl)c3)nc2N)cc1C | 3% | 23µM* | -3%
O=C(c1ccccc1NS(=O)(=O)c1ccccc1[N+](=O)[O-])N1CCOCC1 | 4% | -14% | 36%
N#CC1=C(N)SC(N)=C(C#N)C1Cc1ccccc1 | 4% | -12% | -13%
CCOc1ccc(CCNC(=O)c2sc3nc4n(c(=O)c3c2C)CCC4)cc1OCC | 2% | -10% | -21%
CCc1ccc(NC(=O)CC2C(=O)N(c3cccc(C)c3)C(=O)N2C2CC2)cc1 (stereo unspecified) | -7% | -26% | -5%
CC1c2cc3c(cc2CCN1C(=O)c1ccc(C(F)(F)F)cc1)OCCCO3 (stereo unspecified) | 4% | ? | -4%
COC(=O)[C@@]1(C)[C@H]2C(=O)N(Cc3ccccc3)C(=O)[C@H]2[C@H]2CN(C)C(=NC3CCCCC3)N21 | . | 4% | -13%
O=C(NC1CC1)C1=C[C@H](c2c[nH]c3ccccc23)C[C@H](OCCCCO)O1 | 1% | -2% | 0%
Cc1ccc(N(C)C(=O)c2cc(S(=O)(=O)N3CCOCC3)cn2C)cc1 | 3% | -16% | 3%
COc1cc(C(O)c2nc3ccccc3n2C(C)C)cc(OC)c1OC (stereo unspecified) | . | ? | -14%
COc1ccc(-c2cccc(-c3cc(=O)oc4cc5c(cc34)OCO5)c2)cc1 | 0%[56.1 µM] | ? | 0%
C=C(C)[C@H]1CC[C@]2(CO)CC[C@]3(C)[C@@H](CC[C@H]4[C@@]5(C)CC[C@@H](O)C(C)(C)[C@@H]5CC[C@@]43C)[C@H]12 | 11%[21 µM] | . | 10%[21.4 µM]
COc1ccc(OC)c(C2C(C(=O)c3ccc(C)o3)=C(O)C(=O)N2c2cc(C)on2)c1 (stereo unspecified) | 3% | ? | -12%
O=C(Cc1cccc2ccccc12)NCC1CCCO1 (stereo unspecified) | -3% | -14% | 2%
Cc1c(C(=O)N(Cc2ccc(N(C)C)cc2)CC2CCCO2)oc2ccc(Cl)cc12 (stereo unspecified) | 12% | 21µM* | -14%
COCCNC(=O)CCSc1nc(-c2ccc3c(c2)OCO3)cc(C(F)(F)F)n1 | 1% | . | -5%
O=C(CSc1nc(O)cc(=O)[nH]1)N1CCOCC1 | -8% | -7% | -5%
O=C(CN1CCN(c2ccccc2F)CC1)c1ccc2cc[nH]c2c1 | 4% | ? | -14%
Cc1cc(C)c(S(=O)(=O)Nc2ccc(-c3ccc(N4CCCCCC4)nn3)cc2)cc1C | 8% | ? | -6%
COC(OC)c1ccnc(SCc2ccccc2Cl)n1 | -1% | -30% | ?
O=C(Cc1ccc(S(=O)(=O)N2CCOCC2)s1)Nc1ccc2c(c1)CCC2 | 4% | ? | -7%
O=C(Nc1cccc(F)c1)C1CCCN1S(=O)(=O)c1cccc2cccnc12 (stereo unspecified) | -1% | ? | 0%
O=C(CSc1nnc(-c2cccc(Cl)c2)o1)Nc1ccc2c(c1)OCCO2 | -8% | -2% | -7%
CN(Cc1nc2ccccc2c(=O)[nH]1)C(=O)c1cccc(S(=O)(=O)N2CCCC2)c1 | -2% | 7% | 1%

Compound profiles (already shown).
O=C(CSc1nc(O)cc(=O)[nH]1)N1CCOCC1 as listed: TDP1 inh = -8%; TDP1 cell noCPT = -7%; KAT2A inh = -5%
O=C(Cc1ccc(S(=O)(=O)N2CCOCC2)s1)Nc1ccc2c(c1)CCC2 as listed: TDP1 inh = 4%; TDP1 cell noCPT = ?; KAT2A inh = -7%

(continued)
Compound | TDP1 inh | TDP1 cell noCPT | KAT2A inh
CCc1cccc2c(C(=O)C(NC(C)CC)c3ccccc3)c[nH]c12 (stereo unspecified) | 1% | 23µM* | -5%
CC(=O)OC(C(=O)NC1CCCCC1)c1ccccc1F (stereo unspecified) | 3% | -11% | -8%
CC(=O)Nc1ccc(NC(=O)/C=C/c2ccc(Cl)cc2)cc1 | 3% | -8% | -9%
CCn1c(=O)cc(O)c2ccccc21 | 2% | -10% | 3%
CCCN1C=CC(=CC=C(C#N)C#N)C=C1 | -1% | -22% | -4%
Cc1cc(C)cc(N(C(=O)c2ccc(Br)o2)C2C=CS(=O)(=O)C2)c1 (stereo unspecified) | 0% | ? | 0%
CSc1cccc(NC(=O)CN(c2cc(C)ccc2C)S(C)(=O)=O)c1 | 3% | ? | -9%
COc1ccc(C)cc1-n1nnc(S(=O)(=O)c2ccc(C)cc2)c1C | -9% | ? | -10%
O=C(O)CCC(=O)NCC(=O)c1ccc(F)cc1 | 1% | 4% | -12%
Clc1ccc(CNc2cnccn2)cc1Cl | . | -21% | 4%
Cc1ccc(CN2C(=O)C3(SCC(=O)N3c3ccc(C)c(C)c3)c3ccccc32)cc1 (stereo unspecified) | -3% | . | -17%
Nc1ccc2c(c1)-c1ccccc1S(=O)(=O)N2 | 1% | -13% | -2%
